hIAP act = human IAP activators, primary screen, biochemical, luminescence, uHTS | 330,000 compounds, 0.16% hits | activation factor at 10 µM | purified human IAP, CDP-Star luminescence, 30 min; hits give high values; 1 = vehicle-only enzyme, 0 = enzyme-free background;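 active means activation factor of the enzyme at least 2-fold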; further: the source names both 10 and 20 µM as test concentration; values of inactives mirror those of a sister screen read the other way
Target sequence (P09923 whole entry, looked up): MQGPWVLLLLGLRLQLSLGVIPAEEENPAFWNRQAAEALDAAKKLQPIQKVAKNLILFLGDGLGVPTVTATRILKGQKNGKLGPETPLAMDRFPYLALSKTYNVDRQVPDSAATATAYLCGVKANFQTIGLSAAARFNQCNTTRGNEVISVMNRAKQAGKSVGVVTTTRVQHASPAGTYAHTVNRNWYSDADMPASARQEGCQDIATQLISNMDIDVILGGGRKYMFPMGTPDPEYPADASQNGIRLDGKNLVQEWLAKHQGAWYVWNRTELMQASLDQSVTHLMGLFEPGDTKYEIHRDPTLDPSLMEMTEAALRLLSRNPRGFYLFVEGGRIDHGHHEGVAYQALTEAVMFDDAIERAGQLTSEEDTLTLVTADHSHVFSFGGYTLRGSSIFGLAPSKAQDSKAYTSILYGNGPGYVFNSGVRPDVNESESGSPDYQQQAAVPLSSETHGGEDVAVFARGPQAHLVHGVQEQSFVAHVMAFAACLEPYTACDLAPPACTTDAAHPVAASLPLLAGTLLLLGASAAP
NR3A LBD binder = binders of NR3A ligand-binding domain, primary screen, biophysical, differential scanning fluorimetry, uHTS | AID 1259313, 2017 | NR3A LBD differential scanning fluorimetry, Tm shift; 0% = protein alone, 100% = glycine-bound protein | Tm shift relative to glycine control, % at 25 µM | 340,000 compounds, 2.5% hits;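 active means melting temperature shift of at least 10% of the positive control shift, at one fixed dose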
SENP1 inh = human SENP1 catalytic domain inhibitors, primary screen, biochemical, FRET, uHTS. 360,000 compounds, 0.21% hits. Sentrin-specific protease 1 (Homo sapiens), Q9P0U3. inhibition, % at 10 µM. recombinant SENP1 catalytic domain, CyPet-SUMO1-YPet FRET cleavage;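 active means inhibition at least 30% at 10 µM, raw YFP signal under a set limit, fluorescence ratio 0.5 to 1.5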;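 further: 0% = enzyme with DMSO and 100% = no enzyme wells; some results filed as inactive read as strong as hits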
Target sequence (Q9P0U3 419-644 limits assumed): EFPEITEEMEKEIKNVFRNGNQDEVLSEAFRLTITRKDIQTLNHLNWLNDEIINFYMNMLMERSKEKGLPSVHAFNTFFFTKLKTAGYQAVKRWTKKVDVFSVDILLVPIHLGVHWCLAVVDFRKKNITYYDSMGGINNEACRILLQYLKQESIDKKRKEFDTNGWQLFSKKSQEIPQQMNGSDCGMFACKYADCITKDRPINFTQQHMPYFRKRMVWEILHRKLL
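Material: hSENP1 catalytic domain, recombinant; medium: Tris pH 8 with BME, BSA, NP40 and catalase; compound: single concentration of 10 µM compound, 0.5% DMSO final; technique: FRET read of cyan and yellow fluorescence; timing: 50 min enzyme reaction, room temperature, light-protected; reagent: SFCypet-SUMO1-SFYpet substrate at 25 nM; control set: no-enzyme low, enzyme-DMSO high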
PfGluPho inh = PfG6PD enzyme inhibitors, primary screen, biochemical, fluorescence intensity, uHTS | AID 504690, 2011 | 350,000 compounds, 0.78% hits | glucose-6-phosphate dehydrogenase-6-phosphogluconolactonase (Plasmodium falciparum 3D7) | PfGluPho enzyme, NADPH resazurin-diaphorase fluorescence | inhibition, % at 20 µM;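 active means inhibition reaching at least a set limit at 20 µM in the primary screen, cut at about 59% in these data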;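 further: 0% = DMSO wells with substrate and 100% = DMSO wells lacking glucose-6-phosphate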
SENP6 inh = SENP6 protease inhibitors, primary screen, biochemical, luminescence, uHTS; AID 2599, 2010; inhibition, % at 10 µM; Sentrin-specific protease 6 (Homo sapiens), Q9GZR1; Recombinant SENP6 catalytic domain, aminoluciferin luminescence; 330,000 compounds, 1.8% hits;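 active means inhibition above about 50% at the single tested dose, limit read from the data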;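 further: plate controls were DMSO wells with enzyme for no effect and DMSO wells lacking enzyme for full effect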
SENP8 inh = human SENP8 protease inhibitors, primary screen, biochemical, fluorescence, Nedd8 protein substrate, uHTS. inhibition, % at 20 µM. recombinant SENP8. 360,000 compounds, 0.64% hits; in the data active means inhibition mostly above about 40%, no sharp cut-off; inactive means mostly below about 27%
Target sequence (Q96LD8 whole entry, looked up): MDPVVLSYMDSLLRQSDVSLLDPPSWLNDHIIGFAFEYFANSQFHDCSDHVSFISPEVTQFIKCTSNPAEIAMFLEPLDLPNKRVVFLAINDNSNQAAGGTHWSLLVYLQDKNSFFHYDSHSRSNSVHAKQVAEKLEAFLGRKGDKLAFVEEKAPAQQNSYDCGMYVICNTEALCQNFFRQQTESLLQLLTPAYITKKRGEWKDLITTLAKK
ATG4B inh = ATG4B protease inhibitors, primary screen, biochemical, fluorescence, uHTS; Cysteine protease ATG4B (Homo sapiens), Q9Y4P1; ATG4B cleavage of LC3-PLA2, NBD-HPC fluorescence, 1 h; inhibition, % at 8.33 µM; 340,000 compounds, 0.51% hits; in the data active means inhibition above about 40%
MPTP block = mitochondrial permeability transition pore inhibitors, primary screen, biochemical, isolated mouse mitochondria, absorbance. 360,000 compounds, 1.4% hits. inhibition, % at 10 µM. Ca2+ swelling absorbance, 30 min;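 active means inhibition of 50% or more, scaled per plate between neutral and stimulator controls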;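 further: 0% = DMSO wells given calcium and 100% = 1 mM EGTA wells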
Numbers without * were called inactive; i = inactive; . = no result given.

NR3A LBD binder,SENP8 inh,SENP6 inh,MPTP block,ATG4B inh,PfGluPho inh,SENP1 inh,hIAP act,Structure
-6,-68,11,0.6,-2,18,-36,0.92,COc1ccc(C2c3ccc(O)cc3Oc3ncn(Cc4ccco4)c(=N)c32)cc1 (configuration not stated)
-2,6,.,0.1,-4,-6,0,.,COCCn1c(N)c(N(Cc2ccccc2)C(=O)c2ccc(N3CCCC3=O)cc2)c(=O)[nH]c1=O
1,8,-11,-1.5,-12,12,1,0.9,C[C@@H]1COC(=O)[C@@H](Cc2ccc(F)cc2)CC/C=C\C[C@@H](CC(=O)NCCO)C(=O)N1
1,7,-3,1.1,8,-8,-4,0.99,COc1cc2c(cc1OC)CN(C(=O)CCc1c[nH]c3ccccc13)[C@H](C(=O)O)C2
1,11,-20,0.5,0,-2,4,1.1,CC(=O)Nc1ccc(N2C(=O)CSC2c2ccccc2)cc1 (configuration not stated)
2,1,5,-1.7,-9,9,0,1,COc1ccc(S(=O)(=O)N2CCC(C(=O)N[C@@H](C)C(=O)NC3CCCC3)CC2)cc1
-6,-50,.,0.7,-4,12,0,.,C=CCn1c(=O)[nH]c(=O)c2c(N)c(C(=O)c3ccc(OC)cc3)sc21
1,5,90*,-0.2,4,14,1,1.1,O=C(Nc1ccc2c(c1)OCO2)Nc1ccc(F)cc1F
0,7,-8,-0.6,-8,2,0,0.92,CCCCNc1c([N+](=O)[O-])ncn1C
.,5,.,0.8,.,-4,1,.,C[C@H]1CN([C@@H](C)CO)C(=O)CCCn2nncc2CO[C@@H]1CN(C)Cc1ccccc1
-1,20,-6,53*,-11,-3,3,1,O=C(Cc1ccc(-n2c(=O)[nH]c3ccccc3c2=O)cc1)N1CCN(c2cccc(Cl)c2)CC1
3,-2,-10,-0.3,-5,17,-2,0.93,Cc1ccc(CN2CCN(Cc3cc4ccccc4o3)CC2CCO)cc1 (configuration not stated)
-2,2,-23,0.6,-5,1,-1,1,COc1cc(-c2noc(C)c2C#CC2(N)CCCCC2)cc(OC)c1OC
2,4,14,2.9,-3,-10,4,1,O=c1[nH]c2ccc(S(=O)(=O)N3CCN(c4ccc(F)cc4)CC3)cc2o1
3,0,-6,1.3,-1,2,1,0.99,COC1=NS(=O)(=O)c2ccccc21
-3,8,.,0.3,2,8,-3,.,N#Cc1nc(COc2ccc(Br)cc2)oc1N1CCN(Cc2ccccc2)CC1
2,15,-24,0.6,2,-5,-1,1.1,O=C(Oc1coc(CSc2nnc(NC(=O)C3CC3)s2)cc1=O)c1c(F)cccc1F
3,-7,-12,1.6,11,-11,-26,0.9,CCCN1CCc2[nH]c(=S)[nH]c(=O)c2C1
-2,-127,87*,4.2,6,14,-1,0.99,O=C(Nc1scc(-c2cccs2)c1C(=O)O)c1cccs1
-4,25,-4,0.8,0,35,0,1.3,CC1CCN(c2c([N+](=O)[O-])nn(-c3ccc4c(c3)OCCO4)[n+]2[O-])CC1
11*,24,1,-0.2,-6,3,1,1.1,COC(=O)CC1=NC(=O)CS1
-1,13,1,-0.5,-19,-2,2,0.95,CC(C)n1c(SCc2cc(=O)[nH]c3ccccc23)nc2c1c(=O)n(C)c(=O)n2C
-2,23,-19,-1.4,-4,5,3,1.1,COc1ccc(CCNC(=O)COC(=O)CNS(=O)(=O)c2ccc(SC)c([N+](=O)[O-])c2)cc1
-1,-188,3,1.1,-5,-3,0,1.1,Cc1c(NC(=O)c2cc3nc(-c4ccccc4)cc(C)n3n2)c(=O)n(-c2ccccc2)n1C
-2,20,-6,0.2,4,-11,4,1,CC1(C)CC(=O)N(c2cccc(C(F)(F)F)c2)C(=O)C1
-1,4,-5,-0.7,-10,5,-5,1.2,C/C(=C\c1ccc(Cl)cc1)C(=O)c1c(C)cc(C)[nH]c1=O
-1,2,7,2.5,10,-11,1,0.98,COC(=O)c1c(C)[nH]c(C(=O)C(C)OC(=O)c2cc(C)oc2C)c1C (configuration not stated)
0,17,-9,1.1,34,-5,0,0.97,NC(=O)c1ccc(NC(=O)c2ccccc2S(=O)(=O)c2ccccc2[N+](=O)[O-])cc1
-2,5,-1,-1.2,-11,4,0,1.1,CC(=O)N1N=C(c2ccc(C)c([N+](=O)[O-])c2)OC1(C)C
0,i,-6,1.1,3,-3,-77,1.1,Cc1nc(SCC(=O)Nc2nccs2)c(C#N)c(C)c1C
-3,-1,1,-0.4,-6,12,1,1.1,O=C(COC(=O)c1cc(S(=O)(=O)N2CCCCC2)ccc1Cl)NCc1ccco1
-1,0,6,-0.4,46*,-7,-5,0.89,O=C(c1cc(-c2ccco2)on1)N1CCc2ccccc2C1
-2,28,-18,-1.2,10,2,1,0.72,O=C(Cn1cnc2sc(-c3ccccc3)cc2c1=O)NCc1ccco1
16*,1,1,94*,7,-2,-5,0.95,CC(C)(C)C(=O)NC(NC(=S)Nc1sc2c(c1C#N)CCCC2)C(Cl)(Cl)Cl (configuration not stated)
0,16,11,-0.5,-12,4,0,0.89,CCCS(=O)(=O)N1CCN(C(=O)c2cccc(OC)c2)CC1
-1,-5,-1,1.6,-3,-11,2,0.9,Cn1c(SCc2c(F)cccc2Cl)nnc1-c1cccs1
0,1,15,0.0,0,6,2,1.2,Cc1nc([N+](=O)[O-])cn1CC(=O)Nc1ccc([N+](=O)[O-])cc1
-1,-88,-22,0.8,-21,19,1,1.2,CCn1c(/C=N/NC(=O)c2ccc(OC)cc2)nc2ccccc21
1,24,-2,7.0,-5,-1,0,1.1,CCOC(=O)C1(Cc2ccc(Cl)cc2)CCN(Cc2cn(CC)nc2C)CC1
-2,-4,-12,0.4,-5,4,-2,0.92,NC(=O)CSc1oc(-c2ccco2)nc1S(=O)(=O)c1ccc(F)cc1
.,22,.,-1.5,.,10,4,.,C[C@H](CO)N1C[C@H](C)[C@@H](CN(C)C(=O)C2CCCCC2)OCc2cnnn2CCCC1=O
-1,2,-4,-1.3,5,3,-1,0.95,CC1CC(C)CN(C(=O)C2CCN(C(=O)Nc3ccccc3)CC2)C1 (configuration not stated)
1,6,-13,-0.1,4,2,0,1.2,CN(Cc1ccccc1)C(=S)NC(=O)c1ccccc1
1,6,2,1.3,7,-8,0,1,CC1CCC2(CC1)NC(=O)N(CC(=O)Nc1ccc3c(c1)OCCCO3)C2=O (configuration not stated)
-1,2,3,0.2,6,-13,1,1.3,CN(C)S(=O)(=O)N1CCN(S(=O)(=O)c2ccc(F)cc2)CC1
0,21,-25,0.4,-6,-1,-3,0.97,O=C(Nc1ccc2c(c1)OCCO2)C1CC(c2ccc(F)cc2)=NO1 (configuration not stated)
-1,-308,-5,-0.1,4,-9,0,0.78,O=C(Cn1c2ccc(F)cc2c2nc3n(c(=O)c21)CCS3)N1CCCC1
3,-55,20,0.1,11,26,-4,1.3,O=C(Cc1sc(Nc2ccccc2)nc1-c1ccccc1)NCc1ccccc1
-2,7,-4,-1.5,-9,27,4,1,c1ccc(CN2CCC(N=C3NN=C(c4ccc5c(c4)OCCO5)CS3)CC2)cc1
-10,-16,2,2.6,-14,0,1,1.2,Cc1cccc(NC(=S)N/N=C/c2ccc3c(c2)OCO3)c1
2,19,-5,-0.8,9,0,2,0.95,Cc1cc(-c2nn(-c3ccccc3F)cc2CN2CCCC(C(N)=O)C2)c(C)s1 (configuration not stated)
-11,2,6,5.1,3,5,-1,0.99,O=C(CCCNC(=O)/C(=C/c1ccc(Br)cc1)NC(=O)c1ccccc1)OCc1ccccc1
-2,18,-6,-1.1,0,-11,3,0.97,OCCNC(=S)NC1CCCCC1
-3,8,-30,0.3,0,4,0,1,C/C(=N\NC(=O)c1ccccc1)c1ccccc1Br
1,35,-11,0.5,2,28,1,1,Cc1ccsc1/C=N/n1c(-c2cccnc2)n[nH]c1=S
-4,-5,-10,-1.9,11,-14,-17,1.1,Cc1c(Cc2ccccc2)c(=O)oc2c(C)c(OC(C)C(=O)N[C@@H](Cc3ccccc3)C(=O)O)ccc12 (some centres not stated)
-30,8,-10,6.3,3,18,3,1,CN(c1ccccc1)S(=O)(=O)c1ccc(NC(=O)c2ccccc2)cc1

Two entries drawn at random from the list so far, as already listed:
NR3A LBD binder,SENP8 inh,SENP6 inh,MPTP block,ATG4B inh,PfGluPho inh,SENP1 inh,hIAP act,Structure
11*,24,1,-0.2,-6,3,1,1.1,COC(=O)CC1=NC(=O)CS1
-2,7,-4,-1.5,-9,27,4,1,c1ccc(CN2CCC(N=C3NN=C(c4ccc5c(c4)OCCO5)CS3)CC2)cc1

Filtered by structure, those above containing two or more sulfur atoms (nine)
NR3A LBD binder,SENP8 inh,SENP6 inh,MPTP block,ATG4B inh,PfGluPho inh,SENP1 inh,hIAP act,Structure
2,15,-24,0.6,2,-5,-1,1.1,O=C(Oc1coc(CSc2nnc(NC(=O)C3CC3)s2)cc1=O)c1c(F)cccc1F
-2,-127,87*,4.2,6,14,-1,0.99,O=C(Nc1scc(-c2cccs2)c1C(=O)O)c1cccs1
-2,23,-19,-1.4,-4,5,3,1.1,COc1ccc(CCNC(=O)COC(=O)CNS(=O)(=O)c2ccc(SC)c([N+](=O)[O-])c2)cc1
0,i,-6,1.1,3,-3,-77,1.1,Cc1nc(SCC(=O)Nc2nccs2)c(C#N)c(C)c1C
16*,1,1,94*,7,-2,-5,0.95,CC(C)(C)C(=O)NC(NC(=S)Nc1sc2c(c1C#N)CCCC2)C(Cl)(Cl)Cl (configuration not stated)
-1,-5,-1,1.6,-3,-11,2,0.9,Cn1c(SCc2c(F)cccc2Cl)nnc1-c1cccs1
-2,-4,-12,0.4,-5,4,-2,0.92,NC(=O)CSc1oc(-c2ccco2)nc1S(=O)(=O)c1ccc(F)cc1
-1,2,3,0.2,6,-13,1,1.3,CN(C)S(=O)(=O)N1CCN(S(=O)(=O)c2ccc(F)cc2)CC1
1,35,-11,0.5,2,28,1,1,Cc1ccsc1/C=N/n1c(-c2cccnc2)n[nH]c1=S

High-throughput results deposited in PubChem by Sanford-Burnham Center for Chemical Genomics.
